# High-throughput results (PubChem BioAssay)
# Tn6 DDE FP = DD(E)-Tn6 binding inhibition, primary FP screen | 370,000 tested, 0.21% active | AID 720509 | inhibition, % at 8.3 µM | P02675 | Fibrin DD(E) TRITC-Tn6 fluorescence polarization displacement;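 active = inhibition above a per-campaign cutoff: mean of compounds within control limits plus 3 SD, cut at about 15% in these data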;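 also: 0% = median of all compound wells on the plate and 100% = blocking peptide control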
# GAA850 FXN act = activators of GAA850 frataxin (FXN) promoter. 360,000 tested, 0.56% active. HEK293 lucGAA850 FXN promoter luciferase reporter, 24 h; percent of 10 µM SAHA response. activation, % at 6 µM;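 active = activation above the average of all compounds screened plus 3 SD, cutoff fixed separately per campaign, cut at about 7.5% in these data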;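 also: 0% = DMSO wells and 100% = 10 µM SAHA wells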
# ARFGAP1 inhibitor = inhibitors of rat ARFGAP1; Q62848; Arfgap1-stimulated ARF1 GTP hydrolysis, GDP FP detection; inhibition, % at 16.5 µM; 360,000 tested, 0.26% active; AID 651572;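 active = inhibition above a per-plate limit, mean inhibition of low control wells plus 3 SD, cut at about 25% in these data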;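 also: 0% = DMSO wells with enzyme and 100% = wells lacking Arfgap1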
# Target sequence (Q62848 1-136 limits assumed): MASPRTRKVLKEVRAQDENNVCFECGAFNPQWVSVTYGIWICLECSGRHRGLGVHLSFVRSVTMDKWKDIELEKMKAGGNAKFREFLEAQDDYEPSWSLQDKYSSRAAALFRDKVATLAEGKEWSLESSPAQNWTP
#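 Repeats: one replicate per compound; assay system: rat Arfgap1 catalytic domain, aa 1-136; times: enzyme reaction 120 min at 25 °C after 20 min preincubation; detection: FP of antibody-bound GDP Alexa 633 tracer, ex 620/em 688 nm; benchmarks: high control wells lacking Arfgap1, low control full reaction with DMSO; reagent: human ARF1(Δ1-17)-GTP substrate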
# GC-A act = GC-A (human) enzyme activation | activation, % at 10 µM | HEK293 GC-A cells, cGMP TR-FRET, EC30 ANP; 0% at EC30 ANP, 100% saturating ANP | 370,000 tested, 0.14% active | P16066; in the data active = activation above about 40%
# ASAP1 GAP inh = ASAP1 ArfGAP inhibition | Q9ULH1 | 360,000 tested, 0.19% active | inhibition, % at 16.5 µM | ASAP1-stimulated ARF1 GTP hydrolysis, GDP FP detection | AID 624377; in the data active = inhibition above about 25%;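 also: 0% = vehicle with enzyme and substrate and 100% = no enzyme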
# Target sequence (Q9ULH1 325-724 limits assumed): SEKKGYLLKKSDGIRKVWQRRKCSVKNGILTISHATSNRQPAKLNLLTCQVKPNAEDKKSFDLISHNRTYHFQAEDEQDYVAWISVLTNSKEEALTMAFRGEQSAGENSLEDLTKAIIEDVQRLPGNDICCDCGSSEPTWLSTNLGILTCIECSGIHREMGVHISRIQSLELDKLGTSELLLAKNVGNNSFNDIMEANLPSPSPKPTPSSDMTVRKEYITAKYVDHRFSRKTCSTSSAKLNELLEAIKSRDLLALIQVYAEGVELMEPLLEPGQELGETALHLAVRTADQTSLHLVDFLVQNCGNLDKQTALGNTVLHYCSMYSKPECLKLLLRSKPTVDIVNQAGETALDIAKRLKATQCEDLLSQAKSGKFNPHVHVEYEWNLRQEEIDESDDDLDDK
# sPLA2-III inh = Inhibits HGIII-sPLA2 liposome hydrolysis, primary screen. Q9NZ20. QFRET BODIPY PC-A2 liposome hydrolysis, fluorescence. 370,000 tested, 0.56% active. inhibition, % at 12.2 µM;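 active = inhibition above mean plus 3 SD of compounds lying within the high and low control bounds, cut at about 19% in these data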;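 also: 0% = median of test compound wells and 100% = no enzyme DMSO wells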
# proKLK7 act = activators of human kallikrein-7 zymogen | purified proKLK7, EDANS-DABCYL substrate fluorescence; 100% is mature enzyme control, 0% vehicle | activation, % at 7 µM | 370,000 tested, 0.9% active | AID 652039;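 active = activation above the mean of all tested compounds plus 3 SD, computed per campaign excluding outliers beyond control limits, cut at about 13% in these data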
# NPR2 activator = GC-B (human) receptor activation; 370,000 tested, 0.11% active; P20594; activation, % at 10 µM; HEK293-GC-B cells, CNP EC30, cGMP TR-FRET; 0% at EC30 CNP, 100% saturating CNP; AID 1920062;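 active = activation at 10 µM reaching about 35% in either raw or pattern-adjusted values, limit read from the data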
# ADAM10 inh = inhibits human ADAM10; inhibition, % at 7 µM; O14672; recombinant ADAM10, EDANS/DABCYL FRET peptide cleavage, 3 h; AID 720582; 370,000 tested, 0.62% active;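 active = inhibition above a per-campaign cutoff equal to the mean of compounds falling between control-based bounds plus 3 SD, cut at about 20% in these data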;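 also: 0% = DMSO wells while the 100% control is not disclosed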
# Target sequence (O14672 214-748 limits assumed): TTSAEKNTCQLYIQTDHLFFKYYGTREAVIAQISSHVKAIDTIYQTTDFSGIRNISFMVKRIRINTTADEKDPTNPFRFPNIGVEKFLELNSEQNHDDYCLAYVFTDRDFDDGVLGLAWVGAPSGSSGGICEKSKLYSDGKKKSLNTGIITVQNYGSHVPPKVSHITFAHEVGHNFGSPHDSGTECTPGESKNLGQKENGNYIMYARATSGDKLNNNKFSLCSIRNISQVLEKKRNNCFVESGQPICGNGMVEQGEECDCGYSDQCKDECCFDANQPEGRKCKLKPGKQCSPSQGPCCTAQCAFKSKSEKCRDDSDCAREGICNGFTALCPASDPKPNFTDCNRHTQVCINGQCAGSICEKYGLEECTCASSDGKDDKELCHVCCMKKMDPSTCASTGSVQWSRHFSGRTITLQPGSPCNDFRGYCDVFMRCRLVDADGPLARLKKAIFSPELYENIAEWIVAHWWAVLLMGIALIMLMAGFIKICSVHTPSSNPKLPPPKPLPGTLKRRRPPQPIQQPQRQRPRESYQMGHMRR
# rCAG binder = r(CAG) repeat RNA binding; TO-PRO-1 dye displacement fluorescence; inhibition, % at 3 µM; 370,000 tested, 1.3% active; AID 651821;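 active = inhibition above the plate cutoff, the mean of all test compounds on that plate plus 3 SD, cut at about 35% in these data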;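 also: 0% = DMSO alone and 100% = 100 µM mitoxantrone as full dye displacement; higher means more dye released from RNA so lower well fluorescence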
# * = called active by the depositor; x = no result given.
SMILES,Tn6 DDE FP,GAA850 FXN act,ARFGAP1 inhibitor,GC-A act,ASAP1 GAP inh,sPLA2-III inh,proKLK7 act,NPR2 activator,ADAM10 inh,rCAG binder
COc1cccc(C(C)NC(=O)Nc2cc(Cl)ccc2OC)c1 (stereo not given),5.4,-1.2,5.2,-24.0,-5.6,-1.0,-0.6,-12.7,-1.2,-0.5
O=c1cc(-c2ccc(O)cc2)oc2c(O)c(O)c(O)c(O)c12,-4.0,-0.3,-11.8,-0.6,-9.3,-4.7,0.7,-7.3,-6.5,6.5
Cc1ccc(C2c3[nH]c4ccccc4c3C[C@H]3C(=O)N(c4ccccc4C(=O)NCCCN4CCOCC4)C(=O)N23)cc1 (stereo not given in full),0.8,-3.4,-1.8,-1.0,1.2,-16.6,0.8,-3.4,-3.2,-0.2
Cc1ccccc1-n1nnnc1SCC(C)C,1.9,-0.3,-2.3,-0.4,1.3,-4.1,-0.2,-0.2,-0.4,-3.1
O=C(CCCCC(=O)Nc1ccccc1Cl)Nc1ccccc1Cl,-3.1,0.0,2.6,1.9,3.2,0.7,-0.1,2.8,-0.4,0.6
Cc1nc2ccccn2c1CN(C)C(=O)C1CCC(=O)N(Cc2cccc(F)c2)C1 (stereo not given),2.0,2.3,4.1,1.5,-12.2,0.3,0.3,-3.1,-20.9,-4.4
O=C(N=C1SC2CS(=O)(=O)CC2N1c1ccccc1Cl)C1CCCO1 (stereo not given),-1.5,-1.2,-6.7,5.8,-6.9,13.2,1.0,2.5,5.2,1.0
Cc1ccc(C(=O)c2c3ccccc3[n+]([O-])n2CCC(=O)O)cc1,1.4,1.9,-2.2,1.0,-3.5,0.2,-0.4,-0.5,-4.0,5.6
CN1CCC(N(C)C(=O)c2cccc(S(=O)(=O)N3CCc4ccccc43)c2)CC1,0.2,-0.6,-7.2,1.9,-2.7,7.7,0.0,0.4,-10.2,-0.4
O=S(=O)(Nc1cccc(-c2cn3c(n2)SCC3)c1)c1ccccc1F,3.0,-1.9,11.4,-1.9,-0.7,-33.6,0.1,-12.6,11.1,18.7
CCCCn1c(NCc2ccccn2)nc2ccccc21,-7.1,-0.4,4.7,-7.8,-7.0,-2.4,0.2,-5.7,-0.6,8.6
COc1cc(/C=N/n2c(-c3ccccc3)n[nH]c2=S)cc(OC)c1OC,-0.1,2.5,-7.7,-5.6,-2.1,18.1,0.1,-0.3,-5.3,9.6
O=C(Nc1ccon1)Nc1ccc(F)cc1F,10.0,0.7,-0.5,3.5,-4.5,6.4,0.4,2.8,-2.9,3.4
CNc1cc(C)nc(N2CCOCC2)n1,-1.8,-0.6,-4.0,0.0,2.1,-3.2,0.1,-1.0,-65.4,3.7
COc1ccc(CCNC(=O)c2cc(-c3ccco3)on2)cc1OC,1.1,12.7*,17.0,4.7,-1.4,-2.5,-0.7,0.6,1.3,4.9
O=C(NCC(O)c1ccccc1)Nc1cccs1 (stereo not given),-6.3,2.5,-1.3,3.0,16.3,-0.2,0.2,2.7,-3.9,1.8
Cc1cc2nnc(SC(C)C#N)n2c2ccccc12 (stereo not given),9.4,2.0,3.7,3.0,-5.2,3.5,-2.0,-2.2,-14.8,2.1
CCc1nnc(NC(=O)CC23CC4CC(CC(C4)C2)C3)s1,-2.5,1.9,12.3,1.1,-8.0,2.1,0.0,5.8,1.5,0.4
Cc1cccc(OCC(=O)NCCNC(=O)c2cccnc2)c1,-0.1,0.2,0.0,2.3,-14.1,1.9,-0.4,-1.6,-10.0,-0.8
COc1ccc(NC(=S)N2CCN(c3ccccn3)CC2)cc1,-1.7,0.1,1.3,3.5,-9.2,4.1,0.3,4.7,-6.1,-3.0
Cc1ccn(CC(=O)NC2CC(C)(C)Cc3c2cnn3-c2ccc(F)cc2)n1 (stereo not given),1.5,4.0,4.0,-4.9,5.0,5.7,0.5,-2.0,-2.4,-5.8
COC[C@H]1CCCN1c1ccc2c(c1)O[C@@H](COCc1ccccc1)CN([C@H](C)c1ccccc1)S2(=O)=O,-6.9,x,-0.3,0.7,2.1,10.9,0.4,3.4,-12.8,7.2
COCCNC(=S)N/N=C(\C)c1ccc(C)c([N+](=O)[O-])c1,2.0,5.6,5.8,1.1,-5.0,12.9,0.1,2.0,8.2,2.7
O=C(NC1CCCCC1)NC1(C(=O)N2CCN3CCCC3C2)CCCCC1 (stereo not given),1.4,-1.9,5.0,1.8,0.1,-1.0,-0.2,1.3,-0.8,0.8
CCCCCCCCN1[C@@H](CC(=O)OC)c2cc(C(F)(F)F)ccc2S1(=O)=O,8.9,-0.1,-2.3,1.8,-1.2,2.6,-0.3,5.2,2.7,-2.7

# In the list so far, two have an aryl thioether with sulfur outside any ring:
SMILES,Tn6 DDE FP,GAA850 FXN act,ARFGAP1 inhibitor,GC-A act,ASAP1 GAP inh,sPLA2-III inh,proKLK7 act,NPR2 activator,ADAM10 inh,rCAG binder
Cc1ccccc1-n1nnnc1SCC(C)C,1.9,-0.3,-2.3,-0.4,1.3,-4.1,-0.2,-0.2,-0.4,-3.1
Cc1cc2nnc(SC(C)C#N)n2c2ccccc12 (stereo not given),9.4,2.0,3.7,3.0,-5.2,3.5,-2.0,-2.2,-14.8,2.1

# The main list resumes, starting two compounds before the break.
SMILES,Tn6 DDE FP,GAA850 FXN act,ARFGAP1 inhibitor,GC-A act,ASAP1 GAP inh,sPLA2-III inh,proKLK7 act,NPR2 activator,ADAM10 inh,rCAG binder
O=C(NC1CCCCC1)NC1(C(=O)N2CCN3CCCC3C2)CCCCC1 (stereo not given),1.4,-1.9,5.0,1.8,0.1,-1.0,-0.2,1.3,-0.8,0.8
CCCCCCCCN1[C@@H](CC(=O)OC)c2cc(C(F)(F)F)ccc2S1(=O)=O,8.9,-0.1,-2.3,1.8,-1.2,2.6,-0.3,5.2,2.7,-2.7
O=C(N[C@H]1CCC(=O)N([C@H](CSc2ccc(Br)cc2)Cc2ccccc2)CC1)OCc1ccccc1,5.2,-1.4,-13.3,-1.0,6.5,-11.9,-0.1,5.5,13.2,7.7
COc1cc(-c2nc(CN3CCN(C(=O)c4ccco4)CC3)c(C)o2)ccc1F,3.0,2.2,8.4,-4.5,-0.2,-3.9,-0.4,-5.5,-5.8,-3.8
CCCN1C2CCCC1CC(NC(=O)c1cccc(OC)c1)C2 (stereo not given),4.4,1.5,-5.9,-1.8,-3.8,-2.5,0.4,0.2,-2.0,-2.2
Cc1ccc(-n2cnnn2)c(S(=O)(=O)N2CCOCC2)c1,2.3,-3.0,14.7,2.7,-6.4,1.5,0.3,3.6,-3.0,-2.4
COc1cccc(CNS(=O)(=O)c2cc(-c3cc(C)no3)ccc2C(C)C)c1,2.4,-1.8,11.0,-2.1,-0.2,-25.8,-0.7,-4.1,14.2,-0.2
CC(C)(C)NC(=O)c1cccc(NC(=O)Cc2ccc(Br)cc2)c1,3.4,-2.3,2.6,-3.4,9.7,-14.2,-0.3,2.3,11.1,-2.0
O=C(Nc1cccc(OC(F)(F)F)c1)C1Cc2c(-c3ccc(Cl)cc3)ccnc2O1 (stereo not given),1.4,0.4,15.4,-1.1,12.8,-3.0,0.3,0.3,7.5,5.4
CC(=O)Nc1ccc(NC(=O)c2cc[n+]([O-])cc2)cc1,1.2,-0.8,4.3,-2.9,6.2,3.1,-0.2,1.0,-2.1,-2.1
COc1ccc(CC(O)CC2c3c(cc4c(c3OC)OCO4)CCN2C)cc1 (stereo not given),-11.7,-3.0,-0.4,-44.2,-5.2,-4.1,0.0,-13.4,9.1,-9.0
Cc1ccc(C)c(OCC(=O)NNC(=O)C2CCC2)c1,-2.2,-2.8,0.1,3.5,-1.6,0.0,0.0,-2.6,-0.8,-0.1
CC(=O)Oc1cccc(C(=O)Nc2cccc(C(=O)Nc3ccccc3C(=O)O)c2)c1,7.0,3.6,9.4,2.4,0.0,-22.7,0.6,-8.0,1.8,56.0*
Cc1ccc(/C=N/Nc2ccc(F)cc2)s1,1.2,3.1,6.8,1.6,2.3,-2.1,0.1,2.0,5.8,3.3
CC1CC(C)CN(c2ncc3c(n2)CC(c2ccccc2)CC3=O)C1 (stereo not given),0.8,-0.7,-2.3,8.4,0.9,4.3,-0.2,2.2,-6.1,2.5
CC[C@@H](C)[C@H](NC(=O)Cc1c(C)c2cc3c(C)coc3c(C)c2oc1=O)C(=O)O,4.2,1.1,-1.3,2.6,3.5,0.3,12.5,2.9,-185.0,20.6
COc1cccc(-c2cccc(NC(=O)C3CCN(Cc4nccs4)CC3)c2)c1,-3.2,-1.7,-2.0,2.7,-6.3,-1.1,-0.1,-0.1,1.2,-5.0
Cc1cc(C)c(NC(=O)/C(=C/c2ccccc2)c2ccccc2)c(C)c1,-0.2,1.8,0.7,-8.3,-4.2,2.8,0.5,-2.5,2.4,0.9
CCc1nc(NCCCn2ccnc2)c2oc3ccccc3c2n1,-0.9,0.8,0.4,-18.6,4.7,-3.2,-1.0,-20.9,-3.6,0.1
CCOC(=O)C1CCCN(C(=O)c2ccc(C)c(S(=O)(=O)N3CCCCC3)c2)C1 (stereo not given),0.1,-0.2,1.6,-2.3,1.0,-4.9,0.3,7.4,2.0,-2.6
O=C(O)c1ccc(/C=N/Nc2nnnn2-c2ccccc2)cc1,3.4,0.3,-10.4,3.7,-7.7,1.3,0.1,4.1,1.5,1.6
N#CCC(=O)Nc1ccc(C(=O)OCC(=O)N(Cc2ccccc2)C2CCS(=O)(=O)C2)cc1 (stereo not given),1.4,0.9,2.0,1.2,-0.2,-65.0,-0.7,4.3,1.5,9.3
O=C(NCc1ccccn1)c1ccc(S(=O)(=O)Nc2ccccc2F)cc1,9.3,0.4,-1.2,-5.9,5.3,-2.8,-0.1,-1.6,-6.5,3.2
O=C(NCCc1ccc(Cl)cc1)C1CC(=O)N(C2CCCC2)C1 (stereo not given),-4.2,0.6,-3.5,1.4,-9.3,12.9,-0.1,0.7,0.6,-4.9
O=C(CSc1nncs1)NC1CCCCCCC1,-9.4,0.5,-1.7,4.0,-1.1,12.4,-0.5,4.7,-11.8,-0.1
Cc1cc(N(CN2CCCC2=O)C(=O)c2ccccc2)no1,0.2,0.5,10.1,-0.7,-5.5,2.6,0.7,1.2,-6.9,0.2
O=C(OCC(=O)C12CC3CC(CC(C3)C1)C2)c1ccccc1O,-4.1,1.1,8.9,1.9,-6.5,19.2*,-0.9,0.5,-12.5,3.3
Cc1cc(NC(=O)c2ccccc2[N+](=O)[O-])ccc1Br,4.0,2.6,3.6,0.6,-2.5,-0.6,0.2,-3.0,9.9,-0.9
CC(=O)Nc1ccc(S(=O)(=O)N[C@@H](C)C(=O)N(C)Cc2cccs2)cc1,2.0,0.7,-3.4,3.4,0.7,2.2,0.3,-2.2,-3.3,-1.2
CC(C)NCCCOc1ccc(Cl)cc1Br,4.8,-2.2,4.8,-1.7,15.6,2.0,-0.3,-5.6,13.5,3.2

# Entries of single compounds as entered above. Order of values: Tn6 DDE FP | GAA850 FXN act | ARFGAP1 inhibitor | GC-A act | ASAP1 GAP inh | sPLA2-III inh | proKLK7 act | NPR2 activator | ADAM10 inh | rCAG binder
# COc1cccc(-c2cccc(NC(=O)C3CCN(Cc4nccs4)CC3)c2)c1 as listed: -3.2 | -1.7 | -2.0 | 2.7 | -6.3 | -1.1 | -0.1 | -0.1 | 1.2 | -5.0
# CCc1nc(NCCCn2ccnc2)c2oc3ccccc3c2n1 as listed: -0.9 | 0.8 | 0.4 | -18.6 | 4.7 | -3.2 | -1.0 | -20.9 | -3.6 | 0.1
